Source: PubChem (several laboratories)
TcdB inh – inhibitors of Clostridioides difficile toxin B glycohydrolase | P18177 | TcdB glycohydrolase enzymatic assay, plate reader | inhibition, % at 9.99 µM | hit rate 0.24% among 350,000 | AID 652162; in the data active means inhibition above about 10%
Target sequence (P18177 whole entry, looked up): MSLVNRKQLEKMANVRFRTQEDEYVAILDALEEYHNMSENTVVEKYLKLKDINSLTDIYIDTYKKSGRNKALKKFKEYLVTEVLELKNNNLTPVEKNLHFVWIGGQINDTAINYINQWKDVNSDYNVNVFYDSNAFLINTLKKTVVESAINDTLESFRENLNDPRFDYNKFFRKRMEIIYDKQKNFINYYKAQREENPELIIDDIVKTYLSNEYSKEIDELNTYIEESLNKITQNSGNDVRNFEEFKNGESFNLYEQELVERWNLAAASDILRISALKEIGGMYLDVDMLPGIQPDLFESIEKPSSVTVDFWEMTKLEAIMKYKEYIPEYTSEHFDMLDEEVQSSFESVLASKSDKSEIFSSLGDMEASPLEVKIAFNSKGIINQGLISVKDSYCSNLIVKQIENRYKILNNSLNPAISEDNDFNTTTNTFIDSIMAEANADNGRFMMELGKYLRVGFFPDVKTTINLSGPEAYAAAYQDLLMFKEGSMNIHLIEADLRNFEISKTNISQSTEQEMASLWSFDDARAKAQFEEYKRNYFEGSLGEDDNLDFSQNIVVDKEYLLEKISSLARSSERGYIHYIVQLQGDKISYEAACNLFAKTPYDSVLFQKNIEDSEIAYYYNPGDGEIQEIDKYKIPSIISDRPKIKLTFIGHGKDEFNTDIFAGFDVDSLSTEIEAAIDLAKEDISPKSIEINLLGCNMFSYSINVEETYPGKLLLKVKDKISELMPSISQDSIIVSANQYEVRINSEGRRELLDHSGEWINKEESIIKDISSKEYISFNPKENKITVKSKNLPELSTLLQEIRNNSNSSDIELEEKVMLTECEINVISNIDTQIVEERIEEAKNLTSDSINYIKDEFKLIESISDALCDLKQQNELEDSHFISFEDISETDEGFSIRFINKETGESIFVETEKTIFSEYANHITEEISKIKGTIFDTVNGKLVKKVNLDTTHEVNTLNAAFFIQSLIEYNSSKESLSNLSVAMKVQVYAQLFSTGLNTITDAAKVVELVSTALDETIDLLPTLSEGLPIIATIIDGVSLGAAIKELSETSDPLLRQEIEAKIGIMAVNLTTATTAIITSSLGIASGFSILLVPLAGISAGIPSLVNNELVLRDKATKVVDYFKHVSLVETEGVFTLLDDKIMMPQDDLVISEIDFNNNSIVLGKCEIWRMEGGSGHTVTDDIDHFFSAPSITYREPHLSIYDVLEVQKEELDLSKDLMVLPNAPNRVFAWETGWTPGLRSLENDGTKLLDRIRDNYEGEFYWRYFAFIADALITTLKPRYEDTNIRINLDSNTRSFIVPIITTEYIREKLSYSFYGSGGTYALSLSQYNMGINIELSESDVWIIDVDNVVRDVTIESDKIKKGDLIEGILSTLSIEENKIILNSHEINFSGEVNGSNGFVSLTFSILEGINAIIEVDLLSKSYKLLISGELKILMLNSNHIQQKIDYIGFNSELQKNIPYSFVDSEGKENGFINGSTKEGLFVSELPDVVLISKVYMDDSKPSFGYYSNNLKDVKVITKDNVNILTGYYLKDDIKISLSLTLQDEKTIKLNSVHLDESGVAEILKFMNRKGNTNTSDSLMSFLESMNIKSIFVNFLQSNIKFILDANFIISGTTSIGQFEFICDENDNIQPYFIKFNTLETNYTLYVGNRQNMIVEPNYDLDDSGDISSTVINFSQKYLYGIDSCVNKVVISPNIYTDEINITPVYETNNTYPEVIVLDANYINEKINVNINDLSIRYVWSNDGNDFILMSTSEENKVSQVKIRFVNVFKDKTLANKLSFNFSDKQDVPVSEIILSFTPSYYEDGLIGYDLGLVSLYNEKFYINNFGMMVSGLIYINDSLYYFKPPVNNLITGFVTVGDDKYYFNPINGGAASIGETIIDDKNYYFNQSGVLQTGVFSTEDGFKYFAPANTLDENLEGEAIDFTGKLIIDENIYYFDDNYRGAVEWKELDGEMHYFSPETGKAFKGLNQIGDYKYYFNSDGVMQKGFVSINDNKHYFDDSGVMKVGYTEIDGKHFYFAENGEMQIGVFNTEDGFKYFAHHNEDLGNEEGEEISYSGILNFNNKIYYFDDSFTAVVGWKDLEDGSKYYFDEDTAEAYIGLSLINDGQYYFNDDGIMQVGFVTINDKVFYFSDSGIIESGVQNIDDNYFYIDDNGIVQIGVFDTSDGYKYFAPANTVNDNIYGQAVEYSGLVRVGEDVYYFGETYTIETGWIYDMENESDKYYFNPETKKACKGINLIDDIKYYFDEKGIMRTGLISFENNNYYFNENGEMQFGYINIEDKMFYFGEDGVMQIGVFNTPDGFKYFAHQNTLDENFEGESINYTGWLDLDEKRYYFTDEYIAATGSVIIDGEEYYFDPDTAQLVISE
Anthrax LF inh2 – anthrax lethal factor protease inhibition. P15917. multiplex microsphere protease cleavage assay, LF. inhibition, % at 10 µM. hit rate 0.12% among 360,000; further: plate controls were buffer without enzyme for full effect and enzyme alone for no effect
PfHsp40 rescue – restores yeast growth despite PfHsp40 toxicity; S. cerevisiae expressing PfHsp40, growth rescue, ATP luminescence; growth rescue, % at 12.5 µM; hit rate 0.68% among 340,000; AID 504582; in the data active means growth rescue above about 28%, passing the limit was not always enough; inconclusive means no clear call, values can overlap the other calls;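 further: yeast W303a lacking pdr1 and pdr3 grown in galactose medium; growth measured after three days at 30 °C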
BoNT-A LC inh2 – inhibitors of Botulinum neurotoxin A light chain protease. inhibition, % at 10 µM. multiplex microsphere protease substrate cleavage, flow cytometry. hit rate 0.17% among 360,000; further: plate controls were buffer without enzyme for full effect and enzyme alone for no effect
PrPC TRFRET – cell surface PrPC inhibition, primary TR-FRET screen. P04156. TR-FRET read-out. inhibition, % at 13.8 µM. hit rate 0.43% among 370,000; in the data active means inhibition above about 24%; further: 0% = median of the test wells and 100% = reference compound wells
Yp Topo-I inh – Y. pestis Topo-I inhibition via cleavage products; activity, % at 10 µM; hit rate 0.064% among 360,000; Y. pestis Topo-I cleavage product accumulation, plate reader; AID 504884; in the data active means activity above about 50%, passing the limit was not always enough; inconclusive means no clear call, values can overlap the other calls; further: inactives centre near 2
BoNT-F LC inh – BoNT F light chain protease inhibition. Multiplex microsphere protease cleavage assay, flow cytometry. inhibition, % at 10 µM. hit rate 0.22% among 360,000; in the data active means inhibition above about 35%, passing the limit was not always enough; inconclusive means no clear call, values can overlap the other calls; further: plate controls were buffer without enzyme for full effect and enzyme alone for no effect
CCHF vOTU inh – blocks the CCHF virus ovarian tumor domain protease | hit rate 0.55% among 370,000 | CCHFV vOTU protease, Pep-AMC fluorescence | AID 651958 | inhibition, % at 11.5 µM; in the data active means inhibition above about 30%; further: 0% = vehicle wells with enzyme and 100% = no enzyme wells
FadD28 binding – blocks FadD28 binding to the bisubstrate probe. inhibition, % at 12.5 µM. AID 588549. hit rate 0.22% among 360,000. fluorescence polarization; in the data active means inhibition above about 8.5%, passing the limit was not always enough; inconclusive means no clear call, values can overlap the other calls
An asterisk follows results filed as active; ? = inconclusive; / = no result given. Unless noted, no stated cut-off is given here; in the data, active means inhibition above about 30%; inconclusive means no clear call, values can overlap the other calls; inactive means below that.

Short keys – A = TcdB inh; B = Anthrax LF inh2; C = PfHsp40 rescue; D = BoNT-A LC inh2; E = PrPC TRFRET; F = Yp Topo-I inh; G = BoNT-F LC inh; H = CCHF vOTU inh; I = FadD28 binding
Cc1ccc(N(Cc2cc(=O)[nH]c3ccccc23)C(=O)CCl)cc1
  A: 1.2	B: 2	C: 0.6	D: 0.9	E: 8	F: 17	G: 3	H: -16	I: -2.5

CN(Cc1ccccc1)C1=CC(=[N+]2CCCCC2)CC(C)(C)C1
  A: -1.6	B: -4	C: 0.9	D: -0.5	E: 21	F: 5	G: -5	H: 0	I: -3.0

C=CCSc1nnc(CNC(=O)c2ccc(Cl)cc2)n1CC
  A: 3.7	B: -4	C: -0.5	D: -0.4	E: 0	F: 2	G: -2	H: 6	I: -0.7

CCc1nc2ccc(C(=O)N3CCN(c4ccccc4)CC3)cn2c1N(C)CCC(C)C
  A: 1.3	B: -3	C: /	D: -0.1	E: 21	F: 4	G: 2	H: 23	I: -3.3

CC(C)(C)OC(=O)N1CCC[C@@H]1CO
  A: /	B: -3	C: -0.9	D: -0.7	E: /	F: -3	G: 10	H: /	I: -4.7

CCOC(=O)c1ccc(-c2ccc(-c3cc(=O)oc4cc(OC)c(OC)c(OC)c34)cc2)cc1
  A: 2.4	B: -4	C: 1.8	D: 0.3	E: -1	F: 5	G: 3	H: -6	I: -3.6

COc1ccc(Br)cc1CN1CCN(C(=O)Cc2ccccc2)CC1
  A: /	B: -3	C: -0.2	D: -0.7	E: 4	F: 22	G: 1	H: 3	I: -0.5

NC(=S)NN=C1CCC(C2CCCCC2)CC1 (configuration not stated)
  A: 2.1	B: -8	C: 0.6	D: 0.1	E: 3	F: 20	G: 4	H: -6	I: -0.6

Cc1ccc(-n2nc(C(=O)O)cc2-c2ccccc2)cc1
  A: /	B: -2	C: -0.2	D: -3.9	E: -2	F: 11	G: -7	H: 4	I: -4.7

COc1ccc(Cn2c(=O)[nH]c3cc(C(=O)N4CCN(c5ccc(OC)cc5)CC4)ccc3c2=O)cc1
  A: /	B: 7	C: -0.2	D: 0.0	E: /	F: 5	G: 18	H: /	I: -4.8

Cc1cccc(-n2ncc3c(N4CC(C)CC(C)C4)ncnc32)c1 (configuration not stated)
  A: 0.5	B: 4	C: -0.2	D: -0.4	E: -3	F: 28	G: -8	H: 14	I: -0.7

COc1cc(NC(=O)COc2ccc(F)cc2)nc(OC)n1
  A: 0.4	B: -1	C: -0.6	D: 0.5	E: 1	F: 7	G: 4	H: 17	I: 0.9

CCOC(=O)C1(Cc2cccc(OC)c2)CCN(C(C)COC)CC1 (configuration not stated)
  A: /	B: -1	C: -0.9	D: 0.3	E: -8	F: -10	G: -1	H: -11	I: -4.7

COc1ccccc1N1CC(C(=O)OC(C)C(=O)N2CCCc3ccccc32)CC1=O (configuration not stated)
  A: /	B: 0	C: 0.3	D: 0.2	E: 0	F: 22	G: -16	H: 6	I: -5.7

CC1(C)C2CCC1(CS(=O)(=O)N1CCCc3ccccc31)C(=O)C2 (configuration not stated)
  A: /	B: 1	C: 0.1	D: 1.1	E: -1	F: 2	G: -14	H: 12	I: -3.8

CC(C)c1nnc(NC(=O)COc2ccc3ccccc3c2)s1
  A: 1.1	B: 0	C: 0.5	D: -1.2	E: 4	F: 7	G: 4	H: 8	I: -3.0

CS(=O)(=O)c1ccccc1-c1nnc(NC(=O)Cc2ccccc2)o1
  A: 1.2	B: 0	C: -0.7	D: -0.2	E: 2	F: 0	G: 1	H: 2	I: -0.8

CC1CCCN(C(=O)c2ccc3nc[nH]c3c2)C1 (configuration not stated)
  A: /	B: 1	C: -1.0	D: 0.8	E: -1	F: 2	G: 0	H: 0	I: -1.1

O=C(O)c1cc(-c2ccccc2)on1
  A: 1.5	B: 3	C: 0.2	D: 0.5	E: -2	F: 13	G: -5	H: -10	I: 0.0

CCc1nc(N2CCOCC2)c(C#N)c2c1CCCC2
  A: /	B: 0	C: -2.9	D: 0.1	E: -2	F: 10	G: -9	H: -12	I: -0.8

CCCn1nc2cc(C(=O)NCc3ccccc3OC)ccc2c1OCC
  A: 0.6	B: 1	C: -0.4	D: 0.1	E: -5	F: 3	G: -2	H: -37	I: -1.5

CC(C)CNC(=O)c1cccc(NC(=O)Cc2ccc(Cl)cc2)c1
  A: /	B: -3	C: -0.2	D: -1.2	E: 2	F: 1	G: -11	H: -2	I: -3.3

O=C(CCNC(=O)Cn1ccc2ccccc2c1=O)NCCc1ccccc1Cl
  A: 0.4	B: -1	C: -0.2	D: 0.0	E: 4	F: -1	G: 0	H: 3	I: -4.5

O=C(NCc1cccnc1)Nc1cccc(NC(=O)NCc2cccnc2)c1F
  A: 0.1	B: -7	C: 0.3	D: -4.0	E: -3	F: -4	G: -18	H: 0	I: -2.3

COc1ccc(O)c(C(=O)c2coc(=N)c(C(=O)Nc3ccc(SC(F)F)cc3)c2)c1
  A: -0.6	B: -6	C: -0.5	D: 0.1	E: -15	F: 3	G: -6	H: 9	I: -3.6

O=C(CN1C(=O)CCSc2ccc(S(=O)(=O)N3CCCC3)cc21)Nc1ccccc1Cl
  A: 1.1	B: 0	C: -0.4	D: -0.8	E: 0	F: 5	G: -1	H: 6	I: -2.5

Cc1cccnc1NC(=O)c1nn(C)c2c1CS(=O)(=O)c1ccccc1-2
  A: 1.4	B: 3	C: -1.0	D: -0.4	E: 1	F: 5	G: -7	H: -2	I: -0.8

O=C(Nc1c(F)c(F)c(F)c(F)c1F)NC1CCCCC1
  A: /	B: 2	C: 0.1	D: -1.0	E: 2	F: 4	G: -12	H: -1	I: -0.4

Cc1cc(S(=O)(=O)N2CCCCCC2)c(Cl)cc1Cl
  A: /	B: 2	C: -0.6	D: 0.4	E: 6	F: 4	G: 0	H: 10	I: -1.7

O=C(COC(=O)Cc1ccc(Cl)cc1)Nc1ccccc1F
  A: 1.4	B: -2	C: 1.5	D: 0.2	E: 2	F: 1	G: -1	H: 16	I: -0.4

Cc1cccc(NS(=O)(=O)c2ccc(NC(=O)N3CCCCC3)cc2)c1
  A: -0.6	B: 0	C: -1.6	D: -2.9	E: 8	F: 4	G: -2	H: 9	I: -2.8

COc1ccc(NC(=O)C(=O)NCC(c2ccco2)N2CCc3ccccc3C2)cc1OC (configuration not stated)
  A: 0.0	B: 0	C: 0.6	D: -4.8	E: 8	F: 16	G: ?	H: 2	I: -1.7

CCOc1ccc(/C=C/C(=O)Nc2ccccc2C(F)(F)F)cc1
  A: /	B: -1	C: 0.8	D: -0.6	E: 1	F: -4	G: -5	H: 30*	I: -0.8

CC1=C(C(=O)Nc2ccc(C)cn2)C(c2cnn(C)c2)C2=C(CCCC2=O)N1 (configuration not stated)
  A: 0.1	B: 1	C: 1.6	D: 0.5	E: 2	F: -2	G: 6	H: -27	I: -2.7

O=C(COC(=O)c1cc(=O)[nH]c(=O)[nH]1)Nc1cccc(S(=O)(=O)N2CCCCC2)c1
  A: 0.3	B: -3	C: 0.2	D: -0.4	E: 2	F: -7	G: -3	H: 14	I: -2.6

CC(NCc1ccc(F)cc1)C(=O)NC1CCCCC1 (configuration not stated)
  A: -0.2	B: 2	C: 1.1	D: 0.4	E: 7	F: 2	G: 2	H: 14	I: 0.0

COc1cc(OC)c(N(C)S(=O)(=O)c2cccc(C(=O)OCC(=O)c3c[nH]c4ccccc34)c2)cc1Cl
  A: /	B: -1	C: 0.6	D: 1.4	E: 3	F: 3	G: -6	H: -13	I: 2.8

O=C(Cc1ccc(F)cc1)Nc1ccc2[nH]ncc2c1
  A: 0.5	B: -10	C: 0.1	D: 3.0	E: 8	F: 5	G: -5	H: 6	I: -3.0

Cc1cc(C)cc(OCC(=O)NNC(=O)CN2C(=O)c3ccccc3C2=O)c1
  A: /	B: -1	C: -1.3	D: 0.0	E: 7	F: 1	G: 0	H: -17	I: -1.8

COc1ccccc1C(=O)C1CCCN(C(=O)c2cc(C(C)C)no2)C1 (configuration not stated)
  A: 0.8	B: -5	C: -0.2	D: -0.1	E: -2	F: 13	G: -4	H: 8	I: -2.7

O=C(NC(=S)Nc1cccc(Cl)c1N1CCCCC1)c1ccco1
  A: 1.4	B: -6	C: -1.2	D: -0.8	E: /	F: 10	G: -6	H: /	I: -0.7

Clc1ccc(/C=N/NC2=Nc3cccc4cccc2c34)cc1
  A: /	B: 0	C: 0.8	D: 1.3	E: -5	F: -8	G: -6	H: 10	I: -0.1

COc1cc(NC(=O)c2cccs2)c(OC)cc1NC(=O)c1ccco1
  A: /	B: -3	C: -0.4	D: -2.0	E: 2	F: -6	G: -13	H: 16	I: -1.7

N#CCc1ccc(OC(=O)Nc2ccccc2)cc1
  A: 0.1	B: 8	C: -1.1	D: -2.6	E: 1	F: 3	G: -5	H: -17	I: -2.2

Cc1ccnc2nc(NC(=O)c3ccco3)nn12
  A: 0.0	B: 0	C: 0.7	D: 0.9	E: 0	F: 2	G: 2	H: 4	I: 0.7

O=C(CN1C(=O)NC2(CCCCC2)C1=O)NCCC1=CCCCC1
  A: 0.0	B: 0	C: -1.2	D: 0.0	E: 5	F: 8	G: 7	H: 1	I: 0.0

Cc1ccc(S(=O)(=O)NC(=O)Nc2nnc(C)s2)cc1
  A: /	B: 5	C: 0.5	D: 0.8	E: 4	F: -5	G: -13	H: -2	I: 0.0

O=C(NNC(=O)C1CCCO1)c1ccc([N+](=O)[O-])cc1 (configuration not stated)
  A: 1.3	B: 2	C: -1.4	D: 0.9	E: -22	F: 0	G: -9	H: -1	I: 0.8

CCOC(=O)c1ccccc1NC(=O)CC(C)CC(=O)O (configuration not stated)
  A: /	B: 0	C: 0.0	D: -0.4	E: -3	F: 1	G: -13	H: 6	I: -3.8

CN1CCc2ccccc2C1Cc1ccccc1NC(=O)c1sc2ccccc2c1Cl (configuration not stated)
  A: 0.0	B: 20	C: ?	D: 0.1	E: 10	F: 12	G: -3	H: -5	I: -1.0

Some values from the list.
BoNT-F LC inh, Cc1ccc(S(=O)(=O)NC(=O)Nc2nnc(C)s2)cc1 → -13
BoNT-F LC inh, O=C(Nc1c(F)c(F)c(F)c(F)c1F)NC1CCCCC1 → -12

Further compounds
Short keys – A = TcdB inh; B = Anthrax LF inh2; C = PfHsp40 rescue; D = BoNT-A LC inh2; E = PrPC TRFRET; F = Yp Topo-I inh; G = BoNT-F LC inh; H = CCHF vOTU inh; I = FadD28 binding
COc1ccc(C(=O)NCC(=O)N/N=C/c2cccnc2)cc1OC
  A: -0.4	B: -2	C: -1.5	D: -0.2	E: -10	F: -1	G: -1	H: 7	I: 0.1

O=C(CN(c1ccc([N+](=O)[O-])cc1)S(=O)(=O)c1ccccc1)N1CCCCC1
  A: 2.0	B: 9	C: -0.1	D: 0.2	E: -13	F: 7	G: 0	H: 7	I: 0.1

COc1cccc(CNC(=O)c2ccc(CS(=O)(=O)Cc3ccccc3C)o2)c1
  A: 0.8	B: 0	C: -0.7	D: 1.8	E: 0	F: -9	G: 3	H: 1	I: -1.6

CCOc1ccc(N2CC(C(=O)Nc3nnc(Cc4ccccc4)s3)CC2=O)cc1 (configuration not stated)
  A: 1.0	B: -1	C: 1.0	D: -1.2	E: 1	F: 10	G: 0	H: 12	I: -2.2

COc1ccc(CCNC(=O)CCc2cn(C)c3ccccc23)c(OC)c1
  A: 0.1	B: -2	C: -0.4	D: -0.1	E: 2	F: 17	G: -2	H: -14	I: -1.5

O=C(CCNC(=O)c1ccco1)Nc1cccc(Br)c1
  A: 0.7	B: -3	C: 1.0	D: 0.3	E: 0	F: -4	G: -6	H: -7	I: 0.7

CN1CCc2nc3ccccc3c(C(=O)OCC(=O)N(CCC#N)c3ccccc3)c2C1
  A: 1.6	B: -5	C: -0.6	D: 2.5	E: -11	F: -7	G: -11	H: 5	I: -1.6

Cc1cc(NC(=O)COc2ncnc3sc(C)c(C)c23)no1
  A: /	B: 2	C: -0.6	D: -0.4	E: 3	F: -4	G: -9	H: -1	I: -2.7

One compound at a time, as listed above. Screens in order: TcdB inh	Anthrax LF inh2	PfHsp40 rescue	BoNT-A LC inh2	PrPC TRFRET	Yp Topo-I inh	BoNT-F LC inh	CCHF vOTU inh	FadD28 binding
Cc1cc(NC(=O)COc2ncnc3sc(C)c(C)c23)no1 reads /	2	-0.6	-0.4	3	-4	-9	-1	-2.7
CN1CCc2nc3ccccc3c(C(=O)OCC(=O)N(CCC#N)c3ccccc3)c2C1 reads 1.6	-5	-0.6	2.5	-11	-7	-11	5	-1.6

Hits appear at their usual frequency; 2.3% or so of the library scored in one or more.
